# Bioassay records: PubChem BioAssay, National Center for Advancing Translational Sciences (NCATS)
# NTMT1 inh = NTMT1 methyltransferase inhibition | Q9BV86 | NTMT1 MTase-Glo SAH luminescence, purified enzyme | Potency, µM (highest dose often 114 µM), for inactives: at the top dose activity change, negative = inhibition, hits mostly inhibitors | 2.5% of 59,000 active | AID 1645870;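 note: potency is the fitted concentration of half-maximal effect; plate controls were DMSO vehicle for no effect and no enzyme for full effect; nearly all actives have a fitted effect of over 65% in size; many of its hits are not listed in these tables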
# p53null 39C kill = selectivity test: cytotoxicity in p53 null cells, nonpermissive temperature. Potency, µM (doses to about 46.1 µM), without a hit: at the top dose activity, negative = cell killing, actives largely listed as cytotoxic. 0.97% of 55,000 active. AID 904. H1299 p53-null (neo) cells, 39C, ATPlite viability, 24 h;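 note: potency is the fitted concentration of half-maximal effect; 0% = DMSO only and -100% = full killing by 100 µM tamoxifen; nearly all actives have a fitted effect of over 50% in size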
#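 Concentration-response (up to 46 uM) was run for 24 h at the nonpermissive 39C on H1299-p53A138V or H1299-neo cells. ATP content was measured with ATPlite luminescence. AC50 values were Hill-modeled after normalizing between DMSO and 100 uM tamoxifen killing.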
# PTAP-TSG101 blk = blocks PTAP binding to human TSG101, validation; Fluorescence polarization, FITC-PTAP peptide/Tsg101, 20 min; Potency, µM (doses to about 115 µM), for the others: at the highest dose activity change, negative = inhibition, usual class: inhibitors; Q99816; 44,000 tested, under 10 active; note: potency is the fitted concentration of half-maximal effect; 0% is about no effect
#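 Read-out is FITC fluorescence polarization. Compounds were added to Tsg101 binding domain (10 uM final), then FITC-PTAP peptide (50 nM final), 20 min at r.t. Total S+P intensity flags fluorescent compounds.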
# FH mod = Identification of activators of human fumarate hydratase by quantitative high-throughput screening. Fumarate hydratase, mitochondrial (Homo sapiens), P07954. FH coupled MDH/diaphorase resazurin fluorescence, 15 min. Potency, µM (series often up to 79.9 µM), for inactives: top-dose activity change, negative = inhibition, hits mostly inhibitors. 0.22% of 54,000 active. AID 1347055, 2019; note: potency is the fitted concentration of half-maximal effect; % is set by controls: 0 for no effect and ±100 for the full control effect; the screen sought activators but most active calls are inhibition curves; nearly all actives have a fitted effect of over 45% in size
# Target sequence (P07954 whole entry, looked up): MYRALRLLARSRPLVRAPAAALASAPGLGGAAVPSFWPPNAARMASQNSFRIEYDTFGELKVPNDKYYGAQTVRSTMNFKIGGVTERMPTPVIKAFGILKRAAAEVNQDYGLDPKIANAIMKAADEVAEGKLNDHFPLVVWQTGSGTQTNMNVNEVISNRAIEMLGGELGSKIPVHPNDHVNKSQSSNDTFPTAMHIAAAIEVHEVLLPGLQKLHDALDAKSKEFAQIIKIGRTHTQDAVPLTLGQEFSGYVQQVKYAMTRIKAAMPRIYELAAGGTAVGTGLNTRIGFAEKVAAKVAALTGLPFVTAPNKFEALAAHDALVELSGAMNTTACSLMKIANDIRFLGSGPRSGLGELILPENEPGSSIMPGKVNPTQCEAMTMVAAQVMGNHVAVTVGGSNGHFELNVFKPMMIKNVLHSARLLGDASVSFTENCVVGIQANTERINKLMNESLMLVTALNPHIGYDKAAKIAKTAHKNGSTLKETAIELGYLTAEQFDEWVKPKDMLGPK
# p53null 32C kill = p53 null cell cytotoxicity, permissive temperature | H1299-neo p53 null cells, ATP luminescence, 24 h, 32C | Potency, µM (highest dose often 46.1 µM), without a hit: top-dose activity change, negative = cytotoxicity, hits mostly cytotoxic | 0.62% of 55,000 active;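 note: potency is the fitted concentration of half-maximal effect; 0% = DMSO only and -100% = full killing by 100 µM tamoxifen; nearly all actives have a fitted effect of over 55% in size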
#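 H1299-neo, 600 cells/well; overnight 37C; cpd up to 46 uM, 24 h at 32C; ATPlite luminescence after 20 min RT; normalized to DMSO (0%) and tamoxifen 100 uM (100% kill); Hill-fit AC50.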
# B2AR arrestin ag = beta-arrestin recruitment by human beta2-adrenergic receptor ligands | P07550 | HTLA Tango cells, beta-arrestin recruitment, luciferase luminescence, 18 h | Potency, µM (doses to about 46.1 µM), for inactives: top-dose activation, usual class: activators | 44,000 tested, under 10 active | AID 1347077;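 note: potency is the fitted concentration of half-maximal effect; 0% = DMSO and full agonism = EC100 isoproterenol or metaproterenol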
# Target sequence (P07550 whole entry, looked up): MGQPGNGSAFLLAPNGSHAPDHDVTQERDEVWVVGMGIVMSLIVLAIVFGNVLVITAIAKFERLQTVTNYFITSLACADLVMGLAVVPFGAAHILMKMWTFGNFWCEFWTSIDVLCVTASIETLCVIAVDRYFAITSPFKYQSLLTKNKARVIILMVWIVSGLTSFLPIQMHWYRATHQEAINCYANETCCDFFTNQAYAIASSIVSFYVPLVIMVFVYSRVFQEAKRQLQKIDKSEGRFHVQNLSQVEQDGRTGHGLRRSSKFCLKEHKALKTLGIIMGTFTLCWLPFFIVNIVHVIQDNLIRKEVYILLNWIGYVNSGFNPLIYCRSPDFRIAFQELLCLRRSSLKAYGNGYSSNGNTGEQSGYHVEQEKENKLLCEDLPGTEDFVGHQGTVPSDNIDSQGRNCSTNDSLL
#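 Ligand-induced beta-arrestin recruitment to recombinant beta2-AR is measured via a tTA-driven luciferase reporter in Tango cells after 18 hr compound exposure at 37 degrees C. Concentrations span up to 46 microM.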
# GALK inh = inhibitors of human galactokinase (GALK); P51570; recombinant GALK, Kinase-Glo ATP luminescence, 1 h; Potency, µM (series often up to 57.5 µM), without a hit: top-dose activity, negative = inhibition, most hits filed as inhibitors; 44,000 tested, under 10 active; AID 1347072;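 note: plate controls were full GALK reaction for no effect and reaction lacking GALK for full effect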
#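 Human GALK (5 nM) was incubated with 35 uM ATP and 100 uM galactose in 20 mM HEPES pH 8.0 with MgCl2, NaCl, DTT and BSA for 1 h at room temperature. Remaining ATP was measured by Kinase-Glo Plus luminescence.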
# Starred values were filed as active, the others as inactive; ? = inconclusive; nt = no result given; [ ] = another dose, or the depositor's remark. Calls come from the whole dose curve; as a rule, active = well fitted curve in the direction sought with a large enough effect; inconclusive = small, poorly fitted or top-dose-only effect, or another doubt; inactive = no such curve, though single readings can be large; an effect the other way counts as inactive or inconclusive.
SMILES,NTMT1 inh,p53null 39C kill,PTAP-TSG101 blk,FH mod,p53null 32C kill,B2AR arrestin ag,GALK inh
CCCCn1cc(S(=O)(=O)c2ccc(OC)cc2)c(=O)c2cc(CC)ccc21,?,-9%,-6%,-14%,15%,0%,9%
CCOC(=O)c1cnc2cc(F)c(F)cc2c1Nc1ccccc1O,6%,0%,0%,6%,4%[9.22 µM],1%,10%
CCOC(=O)c1nc(Nc2ccc(C(=O)OCC(C)C)cc2)c2ccccc2n1,-3%,-17%,-4%,-9%,-7%,1%,0%
CCOc1ccc(NC(=O)NCCn2nnc3cc(S(=O)(=O)N(C)C)ccc32)cc1,15%,-14%,3%,-6%,-9%,-1%,3%
Cc1c2cnn(-c3ccccc3)c(=O)c2c(C)n1CC(=O)NCCc1ccc(Cl)cc1,17%,0%,1%,-13%,1%,-4%,7%
COc1ccc(Cn2c(CCC(=O)NCc3cccc(Cl)c3)nc3cccnc32)cc1,-13%,14%,2%,-23%,-4%,1%,0%
CCc1nc2ccccc2n1CCCCOc1ccc(C)cc1,9%,-30%,2%,-30%,28%,-4%,4%
COc1ccc(C(CNC(=O)c2cccc([N+](=O)[O-])c2)N2CCOCC2)cc1 (configuration not stated),4%,?,-2%,-4%,-9%,-4%,6%
CCc1c(C)nc2nncn2c1NCc1ccccc1,-10%,2%,-2%,1%,9%,0%,0%
CCc1ccccc1NC(=O)c1nn(-c2ccc(C)cc2)c(=O)c2c1c1ccccc1n2C,5%,-6%,2%,-9%,2%,1%,0%
COCCCNC(=O)c1sc2nc(C)c(C(=O)Nc3ccc(C)cc3C)c(-c3ccccc3Cl)c2c1N,3%,-28%,-4%,-16%,13%,0%,3%
CC(C)c1ccc(NC(=O)c2ccc3c(c2)CCCN3S(C)(=O)=O)cc1,8%,?,-1%,-20%,-10%,-1%,1%
COc1ccc(Nc2c3c(nc4nncn24)CCC3)cc1Cl,-2%,-13%,2%,10%,12%,0%,3%
Cc1cc(C)cc(-n2ccn3cnnc3c2=O)c1,8%,-3%,-1%,4%,-6%,0%,3%
CCOc1cc(CNC(=O)C2CCN(c3nc4ccccc4[nH]3)CC2)cc(OCC)c1OCC,9%,-9%,-2%,2%,2%,0%,0%
COc1ccc(CNC(=O)CN2C(=O)COc3ccc(S(=O)(=O)N4CCCCCC4)cc32)cc1,0%,6%,3%,-7%,-8%,0%,1%
Cc1nc(-c2cccc(NC(=O)Nc3ccccc3C(F)(F)F)c2)no1,-22%,33%[activator],-1%,12%,2%,0%,-8%
Cc1ccc(C)c(NC(=O)Cn2cc(S(=O)(=O)c3ccc(F)cc3)c(=O)c3cc(F)ccc32)c1,4%,-19%,0%,-3%,-4%,1%,0%
Cc1c(Cl)cccc1NC(=O)CCN1C(=O)c2ccccc2Sc2ncccc21,-1%,-6%,-15%,-1%,-7%,0%,3%
CCOc1ccc(NC(=O)CSc2ncc(S(=O)(=O)c3ccc(F)c(C)c3)c(=O)[nH]2)cc1,5%,9%,-4%,-5%,-8%,0%,-12%
Cc1ccc(C)c(NC(=O)CN(Cc2ccccc2)S(=O)(=O)c2ccc3nc(C)sc3c2)c1,11%,-9%,5%,6%,-16%,0%,-1%
COc1ccc(-c2noc(CC(=O)Nc3ccc(Br)cc3C)n2)cc1,?,-11%,2%,-15%,2%,0%,2%
COc1ccc(NC(=O)CCc2c(C)nn(-c3ccc(N4CCCC4)nn3)c2C)cc1Cl,-9%,?,-2%,-25%,-27%,3%,-1%
Cc1ccc(Nc2c(-c3ccc(Cl)cc3)nc3sccn23)c(C)c1,-4%,10%,-2%,-20%,22%,1%,6%
CC(=O)c1ccc(N2CCN(c3nc4ccccc4c4nc(-c5cccc(C)c5)nn34)CC2)cc1,16%,-8%,0%,0%,-9%,-1%,0%
Cc1ccc(C(=O)c2cn(Cc3ccccc3)c3cc4c(cc3c2=O)OCCO4)cc1,8%,7%,8%,-33%,4%,6%,4%
COc1cccc(CNC(=O)CN2C(=O)N(c3cccc(Cl)c3)S(=O)(=O)c3ccccc32)c1OC,1%,20%,0%,-2%,-17%,0%,-3%
O=C(CSc1ncc(S(=O)(=O)c2ccc(Br)cc2)c(=O)[nH]1)Nc1ccc2c(c1)OCCO2,0%,7%,-5%,-14%,-4%,-2%,-1%
O=C(CNC(=O)c1ccc(F)cc1)OCc1cc(=O)n2nc(C3CC3)sc2n1,-6%,-9%,-2%,13%,-6%,0%,1%
COc1cccc(OCC(=O)NCCS(=O)(=O)N2CCN(c3ccccc3F)CC2)c1,22%,3%,0%,1%,-3%,1%,-3%
Cc1cc(C)cc(-n2c(C)nc3cc(C(=O)NCc4ccc(F)cc4)ccc32)c1,10%,8%,-8%,-23%,34%[activator],2%,0%
O=c1c(S(=O)(=O)c2ccccc2)cn(Cc2ccccc2)c2cc(N3CCOCC3)c(F)cc12,-27%,-21%,-5%,-23%,-10%,0%,2%
COc1ccc(-n2c(-c3cccc(F)c3)nc3c(cnn3-c3ccc(C)cc3)c2=O)cc1,18%,20%,-3%,-14%,5%,0%,6%
O=C(CC1C(=O)N(c2ccccc2)C(=O)N1Cc1ccc2c(c1)OCO2)Nc1ccccc1 (configuration not stated),4%,-3%,-1%,-7%,1%,-1%,-2%
CCOC(=O)Cc1ccc(NC(=O)NCc2c(-n3cccc3)sc3c2CCCC3)cc1,-3%,-8%,-1%,0%,-4%,-2%,5%
Cc1cc(C)cc(-n2c(C)nc3cc(C(=O)NCc4ccccc4Cl)ccc32)c1,8%,46%[activator],-8%,-39%,45%[activator],3%,-2%
COc1cccc2c1cc1c(=O)n(CC(=O)N3CCN(c4ccccc4)CC3)nc(C)n12,-1%,2%,0%,-2%,1%,0%,-1%
Cc1cccc(NS(=O)(=O)c2ccc3[nH]c(=O)ccc3c2)c1C,?,-3%,2%,?,-4%,0%,2%
Cc1ccc(OCC(=O)Nc2nonc2-c2ccc(Br)cc2)cc1,-7%,0%,-3%,-12%,19%,-2%,-10%
CCCS(=O)(=O)c1nc(S(=O)(=O)c2ccc(C)cc2)c(NCC(C)C)s1,3%,2%,-3%,-23%,8%,-3%,4%
Cc1c(CNCc2ccc(OC(C)C)cc2)c(C(=O)O)c(C)n1Cc1ccc(Cl)cc1,?,-20%,0%,?,3%,10%,3%
COc1cc2c(C(=O)N3CCN(c4cccc(C(F)(F)F)c4)CC3)cn(CC(C)C)c(=O)c2cc1OC,1%,9%,-6%,-9%,25%,4%,0%
COc1ccc(C(=O)NCC(c2ccc(N(C)C)cc2)N2CCOCC2)cc1 (configuration not stated),-16%,-7%,0%,-6%,8%,6%,-5%
Cc1ccc(S(=O)(=O)c2cn(Cc3ccccc3)c3cc(N4CCCC4)c(F)cc3c2=O)c(C)c1,5%,-14%,-4%,-9%,3%,1%,-4%
CCC(CC)C(=O)NCc1nc2cccnc2n1Cc1ccc(F)cc1,15%,21%,4%,-2%,-1%,-1%,0%
O=C(Nc1ccccc1)c1cc2c(-c3ccccc3)nn(-c3ccccc3)c2s1,6%,-2%,3%,-1%,5%,0%,-1%
Cc1nc(SCc2cccc(Cl)c2)nc2c1CCCC2,?,-15%,-4%,-23%,-1%,0%,1%
Cc1c(-c2ccc(Cl)cc2)c(=O)oc2c(CN3CCN(CCO)CC3)c(O)ccc12,23%,?,-5%,-2%,2%,0%,1%
Cc1ccc(-n2ncc3c(N4CCN(c5ccc(F)cc5)CC4)ncnc32)cc1,-3%,-5%,0%,-6%,-6%,-1%,-6%
COc1ccccc1CN1COc2ccc3c(oc(=O)c4ccccc43)c2C1,-12%,13%,2%,-14%,-3%,7%,-2%

# Record cards, as listed above. Screens in order: NTMT1 inh	p53null 39C kill	PTAP-TSG101 blk	FH mod	p53null 32C kill	B2AR arrestin ag	GALK inh
# Cc1nc(SCc2cccc(Cl)c2)nc2c1CCCC2 is listed as ?	-15%	-4%	-23%	-1%	0%	1%
# COc1ccc(C(=O)NCC(c2ccc(N(C)C)cc2)N2CCOCC2)cc1 (configuration not stated) is listed as -16%	-7%	0%	-6%	8%	6%	-5%
# COc1cc2c(C(=O)N3CCN(c4cccc(C(F)(F)F)c4)CC3)cn(CC(C)C)c(=O)c2cc1OC is listed as 1%	9%	-6%	-9%	25%	4%	0%

# Continuation.
SMILES,NTMT1 inh,p53null 39C kill,PTAP-TSG101 blk,FH mod,p53null 32C kill,B2AR arrestin ag,GALK inh
COc1cccc(CNC(=O)c2cc(-c3cccs3)nc3ccccc23)c1,27%,-25%,-2%,3%,0%,0%,2%
Cc1ccc(NC(=O)C(=O)NCc2ccc(Cl)cc2)cc1,-14%,?,3%,-6%,1%,-2%,1%
CN(Cc1ccccc1)c1ccc(-c2nc(-c3ccccn3)no2)cc1[N+](=O)[O-],-17%,-9%,0%,-21%,-9%,-4%,-10%
CCc1ccc(-n2c(SCc3ccccc3Cl)nc3[nH]ncc3c2=O)cc1,?,18µM*,-6%,?,?,-2%,2%
Cc1ccccc1Cn1c2ccccc2c2cnn(CC(=O)NCCc3ccc(Cl)cc3)c(=O)c21,10%,7%,2%,-4%,-1%,-4%,8%
Cc1ccc2c(=O)c(C(=O)c3ccc(F)cc3)cn(CC(=O)NCc3ccccc3)c2n1,-1%,-9%,4%,14%,-3%,-1%,0%
O=C1CC(c2ccccc2)Cc2[nH]c(=O)c(-c3nc(-c4ccc(F)cc4)cs3)cc21 (configuration not stated),?,-18%,1%,-28%,26%,0%,6%
CCCCNS(=O)(=O)c1ccc(N2CCCCS2(=O)=O)cc1,?,-10%,-6%,1%,-4%,0%,3%
COc1ccc2c(c1)c1c(c(=O)n(-c3ccccc3C)c(=O)n1CC(=O)Nc1c(C)cccc1C)n2C,-2%,5%,0%,-6%,-5%,1%,-1%
CCc1ccccc1NC(=O)N1CCN(c2nnc(C)c3c(C)n(-c4ccccc4)nc23)CC1,?,-14%,-5%,3%,-1%,-1%,0%
CCc1nn(CC(=O)NCC(C)c2ccccc2)c(=O)c2cc3c(OC)cccc3n12 (configuration not stated),nt,6%,1%,nt,?,1%,9%
CC(=O)N1CCc2cc(Br)cc(S(=O)(=O)CCC(=O)Nc3ccc(C)cc3Cl)c21,-1%,-9%,1%,-10%,2%,0%,6%
Cc1nn(-c2ccc(N3CCOCC3)nn2)c(C)c1CCC(=O)NCc1ccccc1F,7%,-5%,0%,9%,-4%,0%,-1%
COc1cc(-c2noc(CSc3nc(-c4ccccc4)cc(=O)[nH]3)n2)cc(OC)c1OC,-3%,-4%,3%,?,-10%,1%,0%
COC(=O)c1c(NC(=O)/C(C#N)=C/c2ccccc2)sc2c1CCC2,7%,-20%,-3%,8%,2%,0%,2%
CCOc1ccc(CNC(=O)C2CCN(C(=O)c3ccc(-n4ccc5ccccc54)s3)CC2)cc1,15%,-6%,1%,2%,-6%,0%,-4%

# Only part of the results is shown; count on the stated rates, not on these rows.
